DT40 TDP1 no CPT: qHTS for Inhibitors of human tyrosyl-DNA phosphodiesterase 1 (TDP1): qHTS in cells in absence of CPT; AID 686978, 2013; DT40 Tdp1-/- hTDP1 cells, no CPT, ATP luminescence, 48 h; Potency, µM (top dose mostly 46.2 µM), without a hit: at the highest dose activity change, negative = growth inhibition, most hits filed as inhibitors; 420,000 tested, 15% active; also: nearly all actives have a fitted effect of over 55% in size
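Camptothecin absent (DMSO only). Human TDP1-complemented DT40 knockout cells, 400 cells/well, 37 °C for minimum 48 hr; ATP measured via CellTiter-Glo, 30 min dark incubation, luminescence.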
GCN5L2 inh: qHTS Assay for Inhibitors of GCN5L2; 390,000 tested, 0.21% active; AID 504327, 2011; Histone acetyltransferase KAT2A (Homo sapiens), Q92830; Potency, µM (top dose mostly 58.9 µM), without a hit: top-dose activity change, negative = inhibition, usual class: inhibitors; GCN5L2 HAT assay, ThioGlo1 CoA-SH fluorescence
Target sequence (Q92830 whole entry, looked up): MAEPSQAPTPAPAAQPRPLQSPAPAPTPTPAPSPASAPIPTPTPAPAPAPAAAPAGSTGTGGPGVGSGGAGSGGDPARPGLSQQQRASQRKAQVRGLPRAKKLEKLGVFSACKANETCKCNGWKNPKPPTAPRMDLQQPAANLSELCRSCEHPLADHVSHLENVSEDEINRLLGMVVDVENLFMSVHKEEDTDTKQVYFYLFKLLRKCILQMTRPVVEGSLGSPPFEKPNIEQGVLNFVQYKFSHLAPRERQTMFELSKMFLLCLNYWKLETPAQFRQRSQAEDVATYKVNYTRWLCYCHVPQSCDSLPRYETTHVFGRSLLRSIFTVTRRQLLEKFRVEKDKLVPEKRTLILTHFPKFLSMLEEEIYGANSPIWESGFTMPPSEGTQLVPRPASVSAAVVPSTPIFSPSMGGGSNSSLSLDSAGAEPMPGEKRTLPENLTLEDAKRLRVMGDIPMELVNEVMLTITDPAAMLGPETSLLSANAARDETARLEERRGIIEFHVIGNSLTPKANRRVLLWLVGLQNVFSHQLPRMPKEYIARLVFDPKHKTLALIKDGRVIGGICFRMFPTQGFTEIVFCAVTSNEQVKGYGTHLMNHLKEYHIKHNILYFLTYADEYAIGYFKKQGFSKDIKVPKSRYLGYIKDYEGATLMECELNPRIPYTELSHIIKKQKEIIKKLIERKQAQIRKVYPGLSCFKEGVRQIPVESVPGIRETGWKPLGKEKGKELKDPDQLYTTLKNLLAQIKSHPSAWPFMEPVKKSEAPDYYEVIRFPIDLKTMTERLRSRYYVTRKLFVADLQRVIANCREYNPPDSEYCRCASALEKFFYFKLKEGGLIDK
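Compounds, pin-transferred from DMSO stocks, meet 20nM GCN5L2 for 15 min before the reaction begins with H3(1-25) peptide (75uM) and acetyl-CoA (70uM). Thiol-reactive ThioGlo1 reports CoA release over 20 min at room temperature.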
TDP1 inh: qHTS Assay for Inhibitors of Tyrosyl-DNA Phosphodiesterase (TDP1); Tyrosyl-DNA phosphodiesterase 1 (Homo sapiens), Q9NUW8; recombinant TDP1, AlphaScreen DNA substrate cleavage; Potency, µM (highest dose often 130 µM), inactives show top-dose activity change, negative = inhibition, most hits filed as inhibitors; 350,000 tested, 0.28% active; AID 485290, 2010; also: nearly all actives have a fitted effect of over 40% in size
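E. coli-derived human Tdp1, 1 nM final. Cpd preinc 15 min RT; substrate 15 nM final, 5 min RT; AS bead mix 10 ug/ml final, 10 min RT. Signal loss = tyrosine-FITC cleavage. No-enzyme wells = max signal.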
Active calls of the source: *; ? = inconclusive; . = no result given; & = joins results of further samples; [ ] = dose if it differs, or a comment. Calls follow the shape of the dose curve; as a rule, active = well fitted curve in the direction sought with a large enough effect; inconclusive = small, poorly fitted or top-dose-only effect, or another doubt; inactive = no such curve, though single readings can be large; an effect the other way counts as inactive or inconclusive. % is scaled to controls: 0 for no effect and ±100 for the full control effect; potency is read from the fitted curve at half-maximal effect. An excerpt, so the mix of outcomes need not match the whole.

mol,DT40 TDP1 no CPT,GCN5L2 inh,TDP1 inh
COc1ccc(C2=NOC(C(=O)NCc3cccnc3)C2)cc1OC (stereo unspecified),?,7.5%,.
Fc1ccccc1OCCCCn1cncn1,-6.1%,-1.6%,2.7%
CSc1nnnn1-c1ccc(C(=O)OCC(=O)N2CCOCC2)cc1,0.1%,-1.2%,3.1%
Cc1cccc(NC(=O)CN(C)S(=O)(=O)c2ccccc2)n1,-5.3%,-0.7%,5.4%
COc1ccccc1NS(=O)(=O)c1cccc(C(=O)NCC(c2ccco2)N2CCCCC2)c1 (stereo unspecified),?,?,9.1%[0.505 µM]
Cc1ccc(S(=O)(=O)N2CCN(C3CC4CCC3C4)CC2)cc1 (stereo unspecified),?,-3.8%,.
CC(C)CCN1CCN(CCCc2ccccc2)CC1CCO (stereo unspecified),11.9%,-8.0%,.
CCOc1ccc(-n2ccnc2SCC(=O)Nc2nnc(CC)s2)cc1,?,-4.7%,6.4%

mol,DT40 TDP1 no CPT,GCN5L2 inh,TDP1 inh
COc1cc(/C=N/NC(=O)NC2CCCCC2)cc(OC)c1O,13.4%,-6.0%,-2.8%
CC(=O)c1c(C(C)=O)c(C)n(-c2nc(-c3ccc(C)c(C)c3)c(C)s2)c1C,23.1µM*,-18.4%,3.2%
Cc1ccc(NP(=O)(c2ccc(N(C)C)cc2NC(=O)c2cccs2)N2CCOCC2)cc1Cl (stereo unspecified),?,-19.1%,1.9%
CC1CCCC(NC(=O)COC(=O)Cc2ccc(Br)cc2)C1C (stereo unspecified),5.5%,-7.9%,2.6%
COc1cc(NC(=O)COCc2cc(-c3ccc4c(c3)OCO4)on2)cc(OC)c1,?,-8.5%,3.7%
COc1ccc(NC(=O)NC(C)c2ccncc2)cc1OC (stereo unspecified),-9.4%,-4.1%,1.1%
C[C@H]1COC(=O)[C@H](CC(=O)OC(C)(C)C)C/C=C\C[C@@H](CC(=O)N[C@H](CO)Cc2ccccc2)C(=O)N1,14.6µM*,-7.2%,1.3%
O=C(Nc1ccc(Cl)cc1C(=O)N1CCOCC1)c1ccco1,-9.0%,-7.7%,5.6%

mol,DT40 TDP1 no CPT,GCN5L2 inh,TDP1 inh
CN(C)S(=O)(=O)N1CCN(C(=O)c2ccccc2)CC1,-3.2%,0.0%,3.3%
Cc1cc(NS(=O)(=O)c2c(C(=O)N3CCOCC3)c(C)n(C)c2C)ccc1Br,?,-4.5%,5.8%
CC(/C=N/NC(=O)c1cc(-c2ccncc2)nc2ccccc12)=C\c1ccco1,3.66µM*,-3.0%,11.7%
CO/N=C/C(C#N)=C/c1ccc(OC)cc1,-10.7%,-6.4%,0.0%
O=C(CCc1nc2sc3c(c2c(=O)[nH]1)CCCC3)NCCc1ccc(F)cc1,-3.9%,-18.4%,-3.6%
Cc1ccc(S(=O)(=O)N2CCCC2CNC(=O)c2ccccc2)cc1 (stereo unspecified),-29.4%,-24.5%,5.1%
CC(=O)N1CCN(c2ccc(NC(=S)NC(=O)c3ccccc3)cc2)CC1,-12.5%,1.6%,0.0%
CCCCn1c(N)c(N(CC(C)C)C(=O)c2cc3c(s2)CCC3)c(=O)[nH]c1=O,-13.6%,-2.7%,-6.9%

mol,DT40 TDP1 no CPT,GCN5L2 inh,TDP1 inh
O=C1CCN(C(=O)c2ccc(Cl)cc2)N1,14.0%,-9.2%,5.1%
Cc1ccc(CNC(=O)C(=O)NCC2OCCN2S(=O)(=O)c2ccc(Br)cc2)cc1 (stereo unspecified),?,-11.8%,2.2%
Cc1ccc(Nc2cc(C(=O)NC3CCCC3)c3ccccc3n2)cc1C,14.6µM*,-0.6%,-2.8%
CC(C)CN(C(=O)c1cccc([N+](=O)[O-])c1)c1c(N)n(CC(C)C)c(=O)[nH]c1=O,2.3%,-7.6%,5.7%
COc1ccc(CN2CCCN(CC(=O)Nc3cc(C)ccc3C)S2(=O)=O)cc1,20.6µM*,-11.6%,1.9%
CCc1cc(Br)ccc1NC(=O)C1CCCO1 (stereo unspecified),2.4%,0.4%,7.4%
CCN1CCN(c2nnc(-c3ccc(F)cc3)c3ccccc23)CC1,-11.6%,-6.5%,9.1%
O=C(CN(C(=O)CSc1nnc(COc2ccccc2)o1)c1ccc(F)cc1)NC1CCCCC1,?,-4.8%,2.3%

Fetched by structure from the list above, three records:
mol,DT40 TDP1 no CPT,GCN5L2 inh,TDP1 inh
CCc1cc(Br)ccc1NC(=O)C1CCCO1 (stereo unspecified),2.4%,0.4%,7.4%
Cc1ccc(CNC(=O)C(=O)NCC2OCCN2S(=O)(=O)c2ccc(Br)cc2)cc1 (stereo unspecified),?,-11.8%,2.2%
COc1ccc(CN2CCCN(CC(=O)Nc3cc(C)ccc3C)S2(=O)=O)cc1,20.6µM*,-11.6%,1.9%

Later entries
mol,DT40 TDP1 no CPT,GCN5L2 inh,TDP1 inh
Cc1nn(C(=O)COc2ccccc2Br)c(C)c1Sc1ccccc1,-17.9%,-3.6%,.
COc1ccc2cc3cc(C(=O)N4CCN(c5cccc(Cl)c5)CC4)sc3nc2c1,-11.7%,-8.9%,2.5%
CC1CCC(N2CCN(c3ccc([N+](=O)[O-])cc3)CC2)CC1 (stereo unspecified),?,-0.1%,5.4%
Cc1cc(Cl)c2oc(C(=O)N(C)C3CCOC3)c(C)c2c1 (stereo unspecified),?,-2.4%,2.4%
Clc1ccc(OCc2nn[nH]n2)cc1,3.3%,-2.1%,.
COc1ccc(NC(=O)Nc2c[nH]c(=O)[nH]c2=O)c(OC)c1,0.9%,-22.0%,-7.9%
CCC(C)NCCOc1cc(C)cc(C)c1C (stereo unspecified),-29.3%,1.7%,-3.6%
CC1(C(=O)Nc2ccc3c(c2)OCO3)CC1(Cl)Cl (stereo unspecified),20.1%,-4.7%,0.6%

mol,DT40 TDP1 no CPT,GCN5L2 inh,TDP1 inh
O=C(COC(=O)c1cnc(Cl)c(Cl)c1)Nc1ccc(S(=O)(=O)N2CCCC2)cc1,-2.9%,-9.8%,0.6%
O=C(NCc1ccc(Cl)cc1)C1CC(O)CN1S(=O)(=O)c1ccc(Cl)cc1 (stereo unspecified),-25.7%,-8.6%,.
C=CCOCC(O)Cn1c(N2CCCC2)nc2c1c(=O)[nH]c(=O)n2C (stereo unspecified),11.4%,-3.6%,-3.0%
Cc1ccc(NC(=O)C2CCCN(C(=O)c3ccc(Cl)cc3)C2)cc1S(=O)(=O)N1CCOCC1 (stereo unspecified),16.4µM*,-6.9%,2.7%
C=Cc1ccc(Cn2nc(-c3ccccc3)ccc2=O)cc1,-12.1%,-28.2%,.
NC(N)=NC(N)=Nc1ccc(SC(F)(F)F)cc1,9.2µM*,0.8%,5.1%
CC1CCN(C(=O)c2cccc(NC(=O)c3cccs3)c2)CC1,-11.3%,-11.7%,6.5%
CCOC(=O)C1=C(C)N(C)C(=O)NC1c1c(O)ccc2ccccc12 (stereo unspecified),?,-7.2%,.

mol,DT40 TDP1 no CPT,GCN5L2 inh,TDP1 inh
Cc1ccc(S(=O)(=O)N2CCN(S(=O)(=O)c3ccc4c(c3)OCCO4)CC2)cc1,-15.5%&-18.8%,-3.3%,-3.9%
CCCOc1ccc(C(=O)NNC(=S)NC(=O)c2cccs2)cc1,18.4µM*,-8.8%,8.5%
CCOc1ccc(-c2nnc(-c3ccccc3)n2-c2ccccc2)cc1,10.3µM*,-1.7%,0.0%
O=C(NCc1ccccc1)C(c1cccnc1)N(C(=O)c1ccccn1)c1ccc(F)cc1 (stereo unspecified),-11.8%,-1.7%,9.8%
O=C(NCc1ccccc1)NC1(C(=O)Nc2ccc3c(c2)OCCO3)CCCCC1,-16.3%,-3.6%,7.0%
CC1(C(=O)Nc2cccc(Br)c2)Cc2ccccc2C(=O)O1 (stereo unspecified),-22.9%,-0.9%,2.5%
CCOC(=O)CC(=O)CSc1ncnc2c1cnn2-c1ccccc1,-14.3%,-1.6%,0.0%
O=c1c2nncn2c2cccnc2n1CCNc1ncc(C(F)(F)F)cc1Cl,-14.9%,-2.9%,.

mol,DT40 TDP1 no CPT,GCN5L2 inh,TDP1 inh
CCOc1ccc(C(=O)N/N=C/c2c(C)[nH]c(=O)[nH]c2=O)cc1,.,-18.5%,9.0%
CCc1nc(NCC2CCCO2)c2oc3ccccc3c2n1 (stereo unspecified),?,2.2%,0.0%
O=C(Nc1ccccc1F)NC1CC1,14.3%,-1.0%,0.0%
c1ccc(CNc2ncnc3sccc23)cc1,7.31µM*,-3.0%,1.4%
COC(=O)c1ccc(N/N=C/c2cc([N+](=O)[O-])cc(OC)c2O)cc1,-2.2%,-4.5%,6.0%
O=C(NC1=NCCS1)c1ccc2c(c1)C(=O)N(Cc1ccco1)C2=O,?,-7.0%,6.8%
CCCc1cc(=O)oc2cc(OCC(=O)N3CCOCC3)c(Cl)cc12,0.0%,-11.5%,16.1%[0.0935 µM]
Cc1ccc(C2c3[nH]c4ccccc4c3CCN2C(=O)c2ccc(N(C)C)cc2)cc1 (stereo unspecified),20.6µM*,-5.8%,13.5%

mol,DT40 TDP1 no CPT,GCN5L2 inh,TDP1 inh
CCOC(=O)C1CCN(C(=O)CCNS(=O)(=O)c2cc(Br)cnc2N)CC1,1.6%,-5.4%,1.7%
CCOc1ccccc1NC(=O)c1cccc2c1C(=O)N(CCOC)C2,?,-3.6%,3.9%
CCOC(=O)c1c(C)[nH]c(C(C)=NNC(=O)c2cccs2)c1C,6.51µM*,-11.1%,0.1%
CCN(CC)CCn1c(=N)n(CCO)c2ccccc21,-13.3%,2.7%,4.5%
CCN(CC)CCCNC(=O)Cn1nc([N+](=O)[O-])c(Cl)c1C,-22.2%,2.3%,6.0%
CN(C)c1cccc(C(=O)NN2C(=O)NC3(CCCCC3)C2=O)c1,-24.3%,-0.1%,-0.4%
CC(C)CC(OC(=O)c1cccs1)C(=O)NCC1CCCO1 (stereo unspecified),-4.0%,-5.6%,6.0%
Cc1ccc(C(=O)N/C(=C\c2cn(-c3ccccc3)nc2-c2ccccc2)C(=O)N2CCOCC2)cc1,-18.4%,-0.8%,3.2%

mol,DT40 TDP1 no CPT,GCN5L2 inh,TDP1 inh
COc1ccc(CCN(Cc2ccccn2)C(=S)Nc2ccccc2C)cc1OC,?,-16.4%,3.7%
CC(C)CN1CCN(Cc2cnc(N3CCOCC3)s2)CC1CCO (stereo unspecified),1.3%,-5.0%,5.1%
Cc1[nH]n(-c2cccc3ccccc23)c(=O)c1/C=N/NC(=O)c1cccc([N+](=O)[O-])c1,1.3µM*,-4.7%,10.3%
CCN1CCCC1CNC(=O)c1cc2c(OC)c(OC)c(OC)cc2[nH]1 (stereo unspecified),7.6%,-18.2%,.
CC(C)COC(=O)C1C2C=CC3(CN(C4CCCC4)C(=O)C13)O2 (stereo unspecified),-1.8%,1.2%,0.0%
S=c1[nH]c(-c2ccc(Cl)cc2)cs1,-25.7%,-20.5%,1.6%
CS(=O)(=O)c1ccc(NCC2CCCO2)c([N+](=O)[O-])c1 (stereo unspecified),-7.2%,-5.2%,3.8%
Nc1ccc(-c2nc3ccc(N)cc3o2)cc1,?,?,2.0%

mol,DT40 TDP1 no CPT,GCN5L2 inh,TDP1 inh
CC(=O)N[C@@H](Cc1c[nH]c2ccccc12)C(=O)NCCc1ccc(S(N)(=O)=O)cc1,-23.7%,23.3%,.
COc1ccc(C(CNC(=O)c2ccc(N3CCCC3=O)cc2)N2CCCC2)cc1 (stereo unspecified),-18.9%,-1.3%,0.9%
CCOc1ccc2c(c1)c1nc3ccccc3nc1n2C,?,20.4%,.
C=C(C)COc1ccc(-c2nc(N)nc(C)c2-c2ccc(OC)cc2)c(O)c1,?,-9.9%,2.6%
O=C(Nc1ccc(-c2nnc(-c3ccccc3)o2)cc1)C(F)(F)F,-11.9%,-1.1%,5.2%
COc1cccc2cc(C(=O)n3ccc(C)n3)c(=O)oc12,0.6%,1.0%,-1.1%
CCOc1ccc(NC(=O)CSc2ncc3c(n2)-c2cc(Cl)ccc2N(C)S3(=O)=O)cc1,-18.8%,3.4%,2.6%
CC(C)c1ccc(NC(=S)NC2CCCCCC2)cc1,?,-14.1%,8.2%

mol,DT40 TDP1 no CPT,GCN5L2 inh,TDP1 inh
c1ccc(CNc2ncnc3c2oc2ccccc23)nc1,-14.9%,2.3%,4.8%
O=c1[nH]c(C2C3CC4CC(C3)CC2C4)nc2ccccc12 (stereo unspecified),-24.6%,1.6%,-2.7%
COc1ccccc1N1CCN(C(=O)c2cc(=O)c3ccc(C)cc3o2)CC1,?,15.0%,.
CCc1cc(S(=O)(=O)N2CCN(C(=O)c3ccco3)CC2)ccc1OC,?,-4.5%,6.6%
O=C(CN1C(=O)NC(c2ccccc2)(c2ccccc2)C1=O)NC1CCCC1,7.4%,1.9%,0.2%[56.1 µM]
COC(=O)CC(NC(=O)CN1CCN(c2ccc(F)cc2)CC1)c1cccc(F)c1 (stereo unspecified),0.4%,-9.2%,.
